# From PubChem
# Scp1 inh = Scp-1 phosphatase inhibitors, primary screen, biochemical, colorimetric, uHTS. Recombinant Scp1, phosphopeptide, malachite green phosphate absorbance. actives 0.88% (n = 340,000). Carboxy-terminal domain RNA polymerase II polypeptide A small phosphatase 1 (Homo …. AID 493091, 2011. inhibition, % at 20 µM;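 active = inhibition above about 50% at 20 µM, limit read from the data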;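 note: plate controls were DMSO wells with enzyme for no effect and wells lacking enzyme for full effect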
# Target sequence (Q9GZU7 76-261 limits assumed): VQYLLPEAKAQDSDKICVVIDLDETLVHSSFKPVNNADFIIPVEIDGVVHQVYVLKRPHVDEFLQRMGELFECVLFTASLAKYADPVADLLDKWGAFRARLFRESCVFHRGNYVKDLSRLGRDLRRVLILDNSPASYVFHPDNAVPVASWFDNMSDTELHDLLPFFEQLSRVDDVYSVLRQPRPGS
#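 System: SCP-1 catalytic domain; Reagent: Phospho 17-mer peptide substrate; Doses: one concentration, 20 µM, with 1.0% DMSO; Incubation: 45 min room-temperature reaction, 5 min colour, 30 min stabiliser; Signal: Phosphate-binding colour reagent, absorbance read at 630 nm.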
# NRP1-CendR mod = modulators of CendR peptide binding to NRP-1, primary screen, biochemical, fluorescence polarization, uHTS. Neuropilin-1 (Homo sapiens), O14786. FAM-RPARPAR peptide binding to NRP-1. inhibition, % at 25 µM. actives 0.85% (n = 360,000). AID 602438, 2012;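 active = inhibition or corrected inhibition above about 18%, plus a signal ratio from 0.5 to 1.5, limit read from the data, passing the limit was not always enough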; note: strong numbers were not always called active
# NadD block = inhibitors of S. aureus NadD, primary screen, biochemical, colorimetric, uHTS | purified NadD enzyme, colorimetric absorbance read-out | inhibition, % at 20 µM | actives 0.78% (n = 360,000); in the data active = inhibition above about 26%; note: some compounds past the cut are filed as inactive
# DNMT1 block = human DNMT1 methyltransferase inhibitors, primary screen, biochemical, molecular beacon, fluorescence, HinP1I cleavage, uHTS; DNA (cytosine-5)-methyltransferase 1 (Homo sapiens), P26358; inhibition (reported as % activation of signal), % at 10 µM; actives 0.83% (n = 360,000); in the data active = inhibition above about 50%
# TbMetRS inhib = T. brucei MetRS inhibitors, primary screen, biochemical, luminescence | methionyl-tRNA synthetase (Trypanosoma brucei brucei) | purified T. brucei MetRS, ATP depletion, Kinase-Glo luminescence | inhibition, % at 11.9 µM | actives 0.4% (n = 360,000) | AID 624268, 2012;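 active = inhibition above a per-plate cutoff of the control wells' mean inhibition plus 3 SD, cut at about 5.5% in these data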;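 note: 0% = DMSO wells median and 100% = median of wells with control inhibitor compound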
#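 System: purified T. brucei MetRS enzyme / Detection: Kinase-Glo luciferase luminescence reporting remaining unconsumed ATP / Medium: HEPES buffer with MgCl2, KCl, DTT, spermine, BSA, pyrophosphatase / Replication: singlicate, one well per compound / Evaluation: percent inhibition relative to median high and low control wells / Schedule: 2 h aminoacylation at 25 °C after 15 min preincubation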
# SKN-1 inh = suppressors of acrylamide-induced Pgst-4::GFP reporter in worms, primary screen, SKN-1 inhibitor project, whole organism, uHTS, GFP/RFP fluorescence ratio, strain VP596 | AID 624304, 2012 | inhibition, % at 21.8 µM | actives 0.49% (n = 360,000) | C. elegans VP596 Pgst-4::GFP/RFP ratio, 24 h;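 active = interference check ratio from 0.5 to 1.5 plus GFP to RFP signal ratio inhibition reaching or exceeding a fixed threshold, cut at about 30% in these data, passing the limit was not always enough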; note: some compounds called inactive have numbers as strong as hits
# STEP inh = STEP phosphatase inhibitors, primary screen, biochemical, fluorescence intensity, uHTS; Tyrosine-protein phosphatase non-receptor type 5 (Homo sapiens), P54829; AID 588621, 2011; recombinant STEP, OMFP fluorogenic substrate; actives 0.25% (n = 360,000); inhibition, % at 20 µM;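 active = inhibition at 20 µM, scaled per plate between control wells, above about 37%, limit read from the data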;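 note: 0% = DMSO with enzyme and substrate and 100% = substrate only without enzyme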
# Target sequence (P54829 whole entry, looked up): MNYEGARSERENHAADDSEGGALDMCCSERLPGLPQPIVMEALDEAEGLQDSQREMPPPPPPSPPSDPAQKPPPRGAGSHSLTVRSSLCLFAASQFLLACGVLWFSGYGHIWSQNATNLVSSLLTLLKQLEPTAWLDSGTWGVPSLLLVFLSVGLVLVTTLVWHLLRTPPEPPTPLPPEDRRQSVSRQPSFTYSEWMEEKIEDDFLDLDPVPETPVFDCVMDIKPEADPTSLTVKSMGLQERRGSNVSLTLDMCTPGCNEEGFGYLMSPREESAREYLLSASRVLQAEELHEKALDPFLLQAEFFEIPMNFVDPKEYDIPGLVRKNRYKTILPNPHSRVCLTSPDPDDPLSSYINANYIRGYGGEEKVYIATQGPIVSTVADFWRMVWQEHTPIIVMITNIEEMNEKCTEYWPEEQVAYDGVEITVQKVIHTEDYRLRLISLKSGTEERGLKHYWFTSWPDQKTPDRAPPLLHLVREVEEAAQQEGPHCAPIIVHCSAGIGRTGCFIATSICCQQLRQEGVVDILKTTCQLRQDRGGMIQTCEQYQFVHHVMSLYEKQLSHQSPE
#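 Also added – OMFP at 25 µM · Test system – STEP tyrosine phosphatase · Technique – FITC-channel fluorescence of OMFP product · Schedule – 20 min at room temperature, dark · Evaluation – control-normalized % inhibition with plate pattern correction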
# LMPTP block = LMPTP phosphatase inhibitors, primary screen, biochemical, fluorescence intensity, uHTS; inhibition, % at 20 µM; Low molecular weight phosphotyrosine protein phosphatase (Homo sapiens), P24666; recombinant LMPTP-A, OMFP fluorogenic substrate; actives 0.22% (n = 360,000);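 active = compounds that cut the enzyme signal by at least half of the control window in the single-dose screen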;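 note: plate controls were DMSO wells with enzyme plus substrate for no effect and substrate without enzyme for full effect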
# Target sequence (P24666 whole entry, looked up): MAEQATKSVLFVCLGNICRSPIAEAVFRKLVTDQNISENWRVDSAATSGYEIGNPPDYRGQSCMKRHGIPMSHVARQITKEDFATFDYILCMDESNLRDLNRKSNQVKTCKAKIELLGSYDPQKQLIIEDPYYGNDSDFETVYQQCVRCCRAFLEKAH
#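 test system = LMPTP-A | amount = 0.625 nM LMPTP-A final | reagent = fluorogenic phosphatase substrate OMFP at 400 µM final | incubation = 50 min at room temperature | benchmarks = no-enzyme low control, uninhibited high control | medium = Bis-Tris pH 6.0, DTT, detergent | signal = fluorescence intensity of OMFP turnover product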
# SUMO1-SIM PPI = modulators of SUMO1 protein-protein interactions, primary screen, biochemical, uHTS; Small ubiquitin-related modifier 1 (Homo sapiens), P63165; SUMO1 binding to a labelled peptide, TR-FRET, 1 h; AID 602429, 2012; inhibition, % at 20 µM; actives 0.33% (n = 360,000); in the data active = inhibition above about 37%
# Target sequence (P63165 whole entry, looked up): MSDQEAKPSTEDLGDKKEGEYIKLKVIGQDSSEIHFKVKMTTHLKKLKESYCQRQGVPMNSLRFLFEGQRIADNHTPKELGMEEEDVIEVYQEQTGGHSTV
# Neddylation inh = inhibitors of cullin neddylation, primary screen, biochemical, TR-FRET, uHTS, NAE and Ubc12; actives 0.58% (n = 360,000); AID 651699, 2012; calls only at 25 µM; in the data active = inhibition above about 36%
# The depositor's hits bear a star; i = inactive; nt = not tested or not shown. The order is random (roughly 4.6% active in at least one column).
SMILES,Scp1 inh,NRP1-CendR mod,NadD block,DNMT1 block,TbMetRS inhib,SKN-1 inh,STEP inh,LMPTP block,SUMO1-SIM PPI,Neddylation inh
Cc1ccc(-c2cc(C(=O)N3CCN(c4ccc(O)cc4)CC3)c3ccccc3n2)cc1,-8.6,-2.2,0.9,-14.9,0.5,0.1,-2.8,1.8,1.8,i
Cc1ccc(S(=O)(=O)N2C[C@H]3n4c(=O)ccc(=O)n4C[C@H](OC(=O)Nc4c(C)noc4C)[C@@]3(O)C2)cc1,nt,4.6,-2.7,4.6,-0.9,-14.2,2.2,-1.5,4.9,i
CN(C)CCCSc1nc2ccccc2s1,-5.7,2.8,4.1,-9.1,-0.2,2.5,-1.3,-1.5,-1.8,i
COc1ccccc1OC[C@H](O)CO,-3.8,-4.4,1.7,1.9,-0.9,3.7,-2.5,-1.4,4.3,i
CC(C)c1ccc(NC(=O)c2cc(S(=O)(=O)NCC3COc4ccccc4O3)ccc2F)cc1 (centres undefined),-0.2,10.1,-3.0,-16.0,-0.8,-2.0,-0.5,2.6,1.8,i
Cc1ccc(CN(Cc2ccco2)C(=S)NCC(=O)O)cc1,1.7,-4.4,-2.0,2.9,1.0,7.1,3.1,-1.1,4.7,i
OC(Cc1cccnc1)(c1ccccc1)c1ccccc1,-4.7,-4.4,-0.7,2.5,-0.4,4.1,-2.4,2.7,-0.2,i
COc1cccc(NC(=O)CN(C)CC(=O)NCc2ccc3c(c2)OCO3)c1,2.3,-19.0,-2.0,-2.7,-0.1,-1.1,0.7,-0.9,2.3,i
Cc1noc(C)c1S(=O)(=O)N(CC(=O)N1CCCCCC1)c1ccc(C(C)C)cc1,-12.2,4.3,-1.2,6.8,-0.9,3.5,0.8,0.4,2.7,i
OCCN(Cc1ccccc1)Cc1ccccc1O,-0.8,2.6,-4.1,-2.7,-0.4,-8.9,0.2,2.2,-0.5,i
Cc1ccc(Cc2nnc(SCC(=O)Nc3ccccc3)n(N)c2=O)cc1,-3.8,-9.0,-3.4,3.1,-0.1,-10.2,2.5,-0.3,-2.8,i
CC1=C(C(=O)OCc2ccccc2)C(c2ccc(Br)cc2)NC(=O)N1CCCCCC(=O)O (centres undefined),-8.1,-2.0,1.3,-2.1,0.1,3.2,3.4,-1.0,9.5,i
c1ccc(C(c2nnnn2C2CCCCC2)N2CCc3ccccc3C2)nc1 (centres undefined),-1.3,-0.5,-1.7,-12.9,-0.6,-7.0,1.3,0.1,-9.8,nt
COc1ccccc1CNC(=O)COC(=O)/C=C/c1ccc2ccccc2n1,-3.6,-9.4,1.5,2.2,-0.3,-0.6,2.6,0.1,-7.2,i
COC(CNC(=O)c1ccc(N2CCCC2=O)cc1)OC,3.2,6.0,1.9,3.3,-0.3,-1.5,-0.4,-0.9,-3.5,i
COc1ccc(C)cc1-n1nnnc1SCC(=O)NC1CCCC1,1.3,8.7,-4.1,1.6,-0.4,-5.3,-2.0,-0.9,4.7,i
COC(=O)CSc1nnc(CNc2ccc(Cl)cc2)n1Cc1ccccc1,-1.3,-4.0,4.0,-2.5,0.3,10.2,-1.6,-0.5,-3.3,i
Cc1ccc(C(=O)Nc2cnc3ccccn3c2=O)cc1,-0.3,3.8,1.4,4.6,0.0,4.5,0.7,-0.4,-19.2,i
CC1CCC(NC(=O)C2CCN(c3nc4ccccc4s3)CC2)CC1 (centres undefined),5.1,-11.4,-0.4,3.2,-0.1,6.6,0.7,-0.9,8.4,i
CC1=CC(C/C(C)=C/COc2ccc3ccc(=O)oc3c2)OC1=O (centres undefined),-10.0,0.4,-0.7,-12.6,0.7,6.4,0.6,0.3,0.8,nt

# Rewritten bar-delimited: four of the compounds above
smiles | Scp1 inh | NRP1-CendR mod | NadD block | DNMT1 block | TbMetRS inhib | SKN-1 inh | STEP inh | LMPTP block | SUMO1-SIM PPI | Neddylation inh
CC1=C(C(=O)OCc2ccccc2)C(c2ccc(Br)cc2)NC(=O)N1CCCCCC(=O)O (centres undefined) | -8.1 | -2.0 | 1.3 | -2.1 | 0.1 | 3.2 | 3.4 | -1.0 | 9.5 | i
c1ccc(C(c2nnnn2C2CCCCC2)N2CCc3ccccc3C2)nc1 (centres undefined) | -1.3 | -0.5 | -1.7 | -12.9 | -0.6 | -7.0 | 1.3 | 0.1 | -9.8 | nt
COc1ccccc1CNC(=O)COC(=O)/C=C/c1ccc2ccccc2n1 | -3.6 | -9.4 | 1.5 | 2.2 | -0.3 | -0.6 | 2.6 | 0.1 | -7.2 | i
COC(CNC(=O)c1ccc(N2CCCC2=O)cc1)OC | 3.2 | 6.0 | 1.9 | 3.3 | -0.3 | -1.5 | -0.4 | -0.9 | -3.5 | i

# The list goes on.
SMILES,Scp1 inh,NRP1-CendR mod,NadD block,DNMT1 block,TbMetRS inhib,SKN-1 inh,STEP inh,LMPTP block,SUMO1-SIM PPI,Neddylation inh
CC1(C(=O)Nc2cnc3ccccc3c2)CCN1C(=O)CCc1ccccc1 (centres undefined),nt,-5.7,-2.1,-5.0,0.2,-10.7,0.0,-1.1,-2.6,i
CCOC(=O)c1sc(/N=C/c2c(O)ccc3ccccc23)cc1C,-9.6,-15.8,-4.0,-3.6,-0.7,4.8,-1.8,-1.9,-8.3,i
CCN(CC)c1c(C)nc2ccc(C(=O)Nc3cc(-c4ccccc4)ccc3OC)cn12,nt,-9.2,4.8,-21.3,-0.3,7.7,2.1,8.5,-0.7,i
CCCNC(=O)c1cc(C2CCCCN2S(=O)(=O)c2ccccc2)on1 (centres undefined),nt,-0.1,-6.5,1.9,-0.2,-1.1,-3.2,-0.6,-1.4,i
COc1cc(/C=C/C(=O)O)cc(S(=O)(=O)Nc2ccc(S(=O)(=O)N3CCCCC3)cc2)c1OC,1.2,-5.1,2.9,-4.6,0.6,2.4,0.2,-1.3,1.3,i
O=C(OCC(=O)N1CCOCC1)c1ccc(Cl)cc1[N+](=O)[O-],-5.3,9.0,-1.0,-1.6,-0.3,12.3,-2.3,-0.4,-20.5,i
COc1ccc2c(c1)OC[C@H]1[C@H]2N2C(=O)CN(Cc3ccc(C)cc3)C(=O)[C@@]2(C)[C@H]1c1ccccc1,-14.2,-13.3,-1.7,-4.7,0.1,4.2,-0.6,2.6,-9.2,i
COc1ccc(N2C(=O)CCC(C(=O)NCc3cccnc3)C2c2ccc(OC)c(OC)c2)cc1 (centres undefined),-4.3,-1.1,-1.5,1.6,-0.7,-11.6,0.4,-2.3,-0.4,i
Cc1cc(C)n(CCOc2ccc(Br)cc2)n1,-7.3,13.8,-7.7,3.4,0.1,2.6,-0.1,-0.3,0.9,i
Cc1nnc(SCCOc2ccccc2)s1,-1.9,50.9*,-3.2,2.0,-1.2,14.0,1.9,1.2,-2.5,i
COC(=O)c1ccc2nc(-c3cccc(Br)c3)c(Cc3cccc(F)c3)n2c1,nt,18.7,10.3,nt,-1.4,10.0,nt,0.2,-18.9,i
CCCc1nnc(SCc2ccc(OCC)cc2)n1N,-3.6,0.9,1.9,-0.3,-1.3,-8.7,-2.9,-0.2,-0.3,i
Cc1cc(C)c(S(=O)(=O)c2ccc(F)cc2C)c(=O)[nH]1,-3.7,6.2,-7.6,1.2,-0.3,-6.0,-1.2,0.2,13.3,i
O=C(O)c1cc(S(=O)(=O)N2CC3CC3C2C(=O)O)c(Cl)cc1Cl (centres undefined),-2.2,4.1,0.1,3.1,-0.3,15.9,-0.2,-1.7,19.9,i
O=C(NCN1C(=O)C2C3C=CC(C3)C2C1=O)Nc1cccnc1 (centres undefined),-8.3,9.9,2.5,3.7,0.3,5.1,-2.1,-1.7,-2.8,i
CCCn1c(C(O)c2cc(OC)ccc2OC)nc2ccccc21 (centres undefined),2.7,7.5,-1.9,-3.6,-0.4,3.5,0.9,-0.7,-3.2,i
Cc1noc(C)c1C1(O)CCCCCCCCCCC1,4.0,-3.3,-3.1,4.0,-1.6,7.4,-3.3,0.7,1.6,i
C=C1c2c(Cl)ccc(O)c2C(O)=C2C(=O)[C@]3(O)C(O)=C(C(N)=O)C(=O)[C@@H](N(C)C)[C@@H]3[C@@H](O)C12 (some centres undefined),65.5*,-21.7,14.1,94.6*,-0.3,16.1,39.4,72.5*,62.7*,i
CCOc1cc(/C=N/NC(N)=O)cc(Br)c1OCC(=O)Nc1cccc2ccccc12,-2.0,-4.7,14.9,-12.0,-1.1,5.1,-1.8,1.0,-1.1,i
CN(c1cccc(NC(=O)Nc2cccc(Cl)c2)c1)S(C)(=O)=O,-8.1,-6.5,-4.3,3.4,1.5,9.3,3.8,0.9,1.5,i
O=C(NCCc1c[nH]c2ccccc12)c1ccco1,-8.5,12.7,2.1,13.6,0.1,23.2,-1.2,-0.6,1.1,i
Cc1cccc(NC(=O)c2ccc(-n3cncn3)c([N+](=O)[O-])c2)c1,5.2,1.1,-1.7,0.3,20.4*,11.0,-1.8,0.4,-36.9,i
O=C(COc1coc(CN2CCN(c3ccccc3)CC2)cc1=O)Nc1cccc(F)c1,-0.4,2.6,-4.1,0.6,0.4,1.9,0.6,-0.6,1.1,i

# Reformatted as labelled records: part of the list above.
> C=C1c2c(Cl)ccc(O)c2C(O)=C2C(=O)[C@]3(O)C(O)=C(C(N)=O)C(=O)[C@@H](N(C)C)[C@@H]3[C@@H](O)C12 (some centres undefined)
  Scp1 inh: 65.5*; NRP1-CendR mod: -21.7; NadD block: 14.1; DNMT1 block: 94.6*; TbMetRS inhib: -0.3; SKN-1 inh: 16.1; STEP inh: 39.4; LMPTP block: 72.5*; SUMO1-SIM PPI: 62.7*; Neddylation inh: i

> CCOc1cc(/C=N/NC(N)=O)cc(Br)c1OCC(=O)Nc1cccc2ccccc12
  Scp1 inh: -2.0; NRP1-CendR mod: -4.7; NadD block: 14.9; DNMT1 block: -12.0; TbMetRS inhib: -1.1; SKN-1 inh: 5.1; STEP inh: -1.8; LMPTP block: 1.0; SUMO1-SIM PPI: -1.1; Neddylation inh: i

> CN(c1cccc(NC(=O)Nc2cccc(Cl)c2)c1)S(C)(=O)=O
  Scp1 inh: -8.1; NRP1-CendR mod: -6.5; NadD block: -4.3; DNMT1 block: 3.4; TbMetRS inhib: 1.5; SKN-1 inh: 9.3; STEP inh: 3.8; LMPTP block: 0.9; SUMO1-SIM PPI: 1.5; Neddylation inh: i
